Screening data as filed in PubChem BioAssay.
CHT block: inhibitors of human choline transporter CHT; Q9GZV3; CHT-expressing cells, membrane potential dye, choline response; stronger effect = lower value; B-score at 10 µM; 310,000 tested, 0.86% active;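 active means B-score over 3 SD under the library average, and starting fluorescence ratio not unusually high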;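 further: choline stimulus applied at its EC90 after an EC20 pre-addition; B-score computed on integrated fluorescence ratio after choline addition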
Target sequence (Q9GZV3 whole entry, looked up): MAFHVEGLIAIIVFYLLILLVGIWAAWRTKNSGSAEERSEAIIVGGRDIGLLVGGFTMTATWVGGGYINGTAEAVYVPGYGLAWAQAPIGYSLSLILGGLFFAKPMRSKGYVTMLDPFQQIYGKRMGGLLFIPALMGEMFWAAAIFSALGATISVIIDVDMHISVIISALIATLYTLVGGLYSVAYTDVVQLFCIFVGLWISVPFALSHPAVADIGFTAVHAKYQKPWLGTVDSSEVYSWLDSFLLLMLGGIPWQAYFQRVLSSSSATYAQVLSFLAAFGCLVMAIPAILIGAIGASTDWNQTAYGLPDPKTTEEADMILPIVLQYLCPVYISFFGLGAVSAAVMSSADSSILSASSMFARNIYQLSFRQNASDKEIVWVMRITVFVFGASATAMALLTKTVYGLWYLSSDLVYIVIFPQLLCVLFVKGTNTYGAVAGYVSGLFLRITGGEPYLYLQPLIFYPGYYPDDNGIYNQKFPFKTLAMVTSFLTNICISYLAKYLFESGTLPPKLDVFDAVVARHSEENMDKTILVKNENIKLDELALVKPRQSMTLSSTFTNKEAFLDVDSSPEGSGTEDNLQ
CHT PAM: human CHT allosteric activation; CHT-expressing cells, membrane potential dye, choline EC20; stronger effect = higher value; LV-AA mutant CHT in HEK293 cells; AID 488977; Q9GZV3; 310,000 tested, 0.49% active; B-score at 10 µM;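 active means initial fluorescence not abnormally high and integrated response B-score, plate-corrected, over 3 SD above library mean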
Active calls of the source: *; i = inactive.

Every second line gives: CHT PAM	CHT block
> CCn1c(=O)c(C(=O)NCCCc2ccccc2)c(O)c2ccccc21
→ i	i
> Cc1cc(C)cc(C(=O)/C=C2\NC(=O)CS2)c1
→ i	i
> CCN(CC)C(=O)c1ccc(Oc2ccc([N+](=O)[O-])cc2Cl)cc1
→ i	i
> Cc1cc(C(=O)NNC(=O)CCC2CCCCC2)c(C)o1
→ i	i
> CCCC(C(=O)NCCc1ccc(S(N)(=O)=O)cc1)c1ccccc1 (stereo not given)
→ i	i
> Cn1c(NC(=O)CCc2ccccc2)cc(=O)n(C)c1=O
→ i	i
> COc1c(O)ccc(C2NC(=O)NC(C)=C2C(=O)Nc2ccccc2C)c1[N+](=O)[O-] (stereo not given)
→ i	i
> COc1ccc(CC(C)CC(=O)Nc2ccc(OC)cc2)cc1 (stereo not given)
→ i	i
> CCn1c(=O)c2ccccc2n(Cc2cccc([N+](=O)[O-])c2)c1=O
→ i	i
> Cc1ccc(NC(=O)CCC(=O)N2CCOc3ccccc32)c(Cl)c1
→ i	i
> CCOc1ccc(C(=O)Nc2c3c(nn2-c2ccc(C)cc2)CS(=O)C3)cc1OCC (stereo not given)
→ i	i
> CCN(C(=O)CSc1cc(C)c2cccc(C)c2n1)C1CCS(=O)(=O)C1 (stereo not given)
→ i	i
> COc1ccc(NS(=O)(=O)c2ccc(NC(=O)c3ccccc3)cc2)nn1
→ i	i
> COc1ccc(NCC(=O)N/N=C/C=C\c2ccccc2)cc1
→ i	i
> Cc1cc(C(=O)CCC(=O)Nc2ncccc2O)c(C)s1
→ i	i
> O=C(Cc1ccc(Cl)cc1Cl)NCc1cccnc1
→ i	i
> CCNC(=O)CC1C(=O)N(c2ccccc2)C(=O)N1CCOC (stereo not given)
→ i	i
> O=C(Cc1ccccc1)Nc1cccc(N2CCCC2)c1
→ i	i
> CCOC(=O)C1=C(NC#N)OC(C)=C(C)C1c1ccc(O)cc1 (stereo not given)
→ i	i
> COc1ccc(O)c(/C=N/N=C/c2cccc([N+](=O)[O-])c2)c1
→ i	i
> CCOC(=O)c1c(CCl)nc2ccccc2c1-c1ccccc1
→ i	i
> CC(C)(C)NC(=O)COc1coc(CN2CCN(C(=O)c3ccco3)CC2)cc1=O
→ i	i
> COc1cc(NC(=O)CCNC(=O)Cn2cnc3ccccc3c2=O)cc(OC)c1OC
→ i	i
> CCCC(=O)Nc1nc(C)c(-c2csc(Nc3ccccc3OC)n2)s1
→ i	i
> CCSc1c([N+](=O)[O-])c(=O)n(-c2ccccc2)c2ccccc12
→ i	i
> O=C(Nc1cccc(Cl)c1)c1ccc2ncsc2c1
→ i	i
> NC(=O)c1ccc(NC(=O)CSC2=Nc3ccccc3C3CC=NN23)cc1 (stereo not given)
→ i	i
> Cc1cc2c(OCC(O)CNC3CCCCC3)cccc2[nH]1 (stereo not given)
→ i	i
> CCOC(=O)c1cc(CC)sc1N1C(=O)CC(Sc2ncccc2C(=O)O)C1=O (stereo not given)
→ i	i
> CCN(c1ccccc1)S(=O)(=O)c1ccc(OC)c(NC(=O)c2cccs2)c1
→ i	i
> O=C(CN(c1ccccc1)S(=O)(=O)c1ccc(Cl)cc1)Nc1cccnc1
→ i	i
> O=C(c1cc2c(s1)-c1ccccc1OC2)N1CCN(c2ccccn2)CC1
→ i	i
> O=S(=O)(NCc1ccccc1)c1ccc(S(=O)(=O)N(Cc2ccccn2)C2CCCC2)cc1
→ i	i
> CCc1ccc(-c2nc(CS(=O)CC(=O)NCCc3ccccc3)c(C)o2)cc1 (stereo not given)
→ i	i
> CC(C)N1C(=O)S/C(=C/c2ccc(Sc3nc4ccccc4[nH]3)o2)C1=O
→ i	i
> O=C(CSc1cccc(C(F)(F)F)c1)Nc1ccc(Cl)cc1Cl
→ i	i
> C=CC[n+]1c(C)csc1Nc1cccc(Br)c1
→ i	i
> Cc1c(C(=O)N2CCCCC2)sc(NC(=O)C2CC2)c1C#N
→ i	i
> Cc1c(NC(=O)C(C)C)cccc1-c1nc2ncccc2o1
→ i	i
> CCNC(=O)NC1(C(=O)Nc2ccc3c(c2)CCC3)CCCCC1
→ i	i
> Cc1ccc(-n2cc(CNCCCn3ccnc3C)c(-c3ccc(F)cc3)n2)cc1
→ i	i
> COc1ccc(Nc2nc3ccccc3c(=O)s2)c(OC)c1
→ i	i
> O=C(CCNC(=O)OCc1ccccc1)NC1CCCCCC1
→ i	i
> O=S1c2ccccc2Nc2ccccc21
→ i	i
> N#CC(Nc1ccccc1)c1ccccc1OCc1ccccc1 (stereo not given)
→ i	i
> CNC(=O)CC1C(=O)N(Cc2ccccc2)C(=S)N1NC(=O)c1cccc(F)c1 (stereo not given)
→ i	i
> COC(=O)Nc1ccc(S(=O)(=O)Nc2cc(C(F)(F)F)c[nH]c2=O)cc1
→ i	i
> COc1ccc(C(=O)N2CCCC(CCC(=O)NCc3ccc(F)c(F)c3)C2)cc1F (stereo not given)
→ i	i
> COc1ccc(-n2ncc3c(N4CCN(Cc5ccccc5)CC4)ncnc32)cc1
→ i	i
> Cc1ccc(CC2CC(=O)N(c3nc4ccccc4s3)C2=O)cc1 (stereo not given)
→ i	i
> CCOC(=O)c1cc2sccc2n1CC(=O)N1CCCC1
→ i	i
> CC(=O)Nc1cc(C(N)=O)c(Cl)cc1Cl
→ i	i
> COc1cccc(-c2csc(NC3OC(=O)c4c3ccc(OC)c4OC)n2)c1 (stereo not given)
→ i	i
> Cc1cc(C)nc(-n2nc(C)c(Oc3ccccc3O)c2C)n1
→ i	i
> NS(=O)(=O)c1ccc(NC(=O)CN2CCCc3ccccc32)cc1
→ i	i
> C=CCNC(=O)N1CCC(n2nccc2NC(=O)CCCc2ccccc2)CC1
→ i	i
> Cc1cc(C)n(C(=O)CCCn2cc([N+](=O)[O-])cn2)n1
→ i	i
> CCNc1nc(NC(C)(C)C)nc(N(C#N)CC)n1
→ i	i
> O=C(CSc1nnc(Cn2nnc3ccccc32)o1)Nc1ccc(Cl)cc1
→ i	i
> CCOc1ccc(N=Nc2c(C)noc2C)cc1
→ i	i

In a second layout: two of the compounds above.
Structure: C=CCNC(=O)N1CCC(n2nccc2NC(=O)CCCc2ccccc2)CC1
  CHT PAM = i	CHT block = i

Structure: Cc1cc(C)n(C(=O)CCCn2cc([N+](=O)[O-])cn2)n1
  CHT PAM = i	CHT block = i

New compounds follow.
Every second line gives: CHT PAM	CHT block
> O=C(CCc1nc2ccccc2[nH]c1=O)OCc1ccc(S(=O)(=O)N2CCOCC2)cc1
→ i	i
> COC(=O)CSc1nc(N)c(C#N)c(-c2ccco2)c1C#N
→ i	i
> COc1ccccc1OCc1nnc(SCC(=O)NCc2ccco2)n1Cc1ccco1
→ i	i
> Cc1cc(C)c(C)c(OCCOCCN2CCOCC2)c1
→ i	i
> COC(=O)c1ccc(Cn2nc(-c3ccc(C)c(C)c3)ccc2=O)cc1
→ i	i
> O=C(O)c1ccccc1CSc1ncccc1C(=O)O
→ i	i
> CC(=O)OCC1OC(n2ncc(=O)n(Cc3ccccc3)c2=O)C(OC(C)=O)C1OC(C)=O (stereo not given)
→ i	i
> CC1(C)CC(=O)c2sc(NS(=O)(=O)c3ccc(F)cc3)nc2C1
→ i	i
> O=C(CN(C(=O)CCC(=O)Nc1nccs1)c1ccc(F)cc1)NCC1CCCO1 (stereo not given)
→ i	i
> COC(=O)C1=C(C(=O)OC)N2C=CC=CC2(C)C(C(=O)OC)=C1C(=O)OC (stereo not given)
→ i	i
> COc1cccc(NC(=O)CC2(CC(=O)O)CCCC2)c1
→ i	i
> Cc1ccc(C(=O)NCCc2ccncc2)cc1
→ i	i
> CC1CCCCC1NC(=O)CCNS(=O)(=O)c1ccc(Cl)cc1 (stereo not given)
→ i	i
> O=[N+]([O-])c1ccc2c(c1)nc1n2CCN(C2CCCCC2)C1
→ i	i
> COC(=O)c1c(N2C(=O)[C@H]3[C@@H](C2=O)[C@]2(C(=O)Nc4c(C)cc(C)cc42)N2CCC[C@@H]32)sc(C)c1C
→ i	i
> CCCc1nnc(NC(=O)Cn2c(=O)oc3ccccc32)s1
→ i	i
> COc1ccc2nc(N3CCN(C(=O)C4COc5ccccc5O4)CC3)sc2c1 (stereo not given)
→ i	i
> COc1ccc2oc(C)c(C(=O)c3ccc([N+](=O)[O-])cc3)c2c1
→ i	i
> CC1CN(c2ccccc2)C(=O)CS1 (stereo not given)
→ i	i
> CCn1ccnc1CN(C)Cc1c(C(=O)N2C[C@@H](C)O[C@@H](C)C2)nc2ccc(Cl)cn12
→ i	i
> COc1ccc(NC(=O)CC2C(=O)N(c3ccc(OC)cc3)C(=O)N2C(C)C)cc1 (stereo not given)
→ i	i
> Cc1ccc(O)c(-c2cc(C(F)(F)C(F)F)[nH]n2)c1
→ i	i
> Cc1noc(C(=O)N2CCN(c3ccccc3)CC2)c1Cl
→ i	i
> CCCCN(CCCC)S(=O)(=O)c1ccc(C(=O)Nc2nnc(COC)o2)cc1
→ i	i
> Cc1ccn2c(NC(=O)c3ccccc3)c(-c3cccs3)nc2c1
→ i	i
> c1ccc2c(c1)NC1(CCCC1)n1c-2nc2ccccc21
→ i	i
> NC(=O)c1cc2ccccc2o/c1=N/NC(=O)c1ccccc1
→ i	i
> CN(C)C(CNC(=O)c1ccc(-c2ccccc2)cc1)c1ccccc1 (stereo not given)
→ i	i
> C1CCN(c2nc3nonc3nc2NCC2CCOCC2)CC1
→ i	i
> CC1CCN(C(=O)CSc2nnc(CNC(=O)c3ccco3)o2)CC1
→ i	i
> COCCNC(=O)C1CCC(CNS(=O)(=O)c2c(C)cc(C)cc2C)CC1 (stereo not given)
→ i	i
> COc1cccc(/C=N/NC(=O)c2ccc(=O)n(C)c2)c1O
→ i	i
> COc1ccc(C(=O)NC2CCN(C(=O)Nc3ccccc3Cl)CC2)cc1
→ i	i
> CSc1nc2ccc(NC(=O)c3nn(C(C)C)c(=O)c4ccccc34)cc2s1
→ i	i
> COc1ccc2oc(C(=O)Nc3ccccc3N3CCOCC3)c(C)c2c1
→ i	i
> Cc1ccc(C(c2nnnn2C2CCCCC2)N(C)C2CCCCC2)cc1 (stereo not given)
→ i	i
> NNC(=O)C1c2ccccc2Oc2ccccc21
→ i	i
> S=C(NCC1CCCO1)NC1CC1 (stereo not given)
→ i	i
> CCc1ccc(CN(C)Cc2nc(Cc3ccc(OC)c(OC)c3)no2)nc1
→ i	i
> COC(=O)C1C2C=CC3(CN(c4cccc(Cl)c4)C(=O)C13)O2 (stereo not given)
→ i	i
> COc1ccc(NC(=O)CN2C(=O)C(C)Oc3ccccc32)c(OC)c1 (stereo not given)
→ i	i
> Cc1ccc(NC(=O)N[C@H](C(=O)O)C(C)C)c(C)c1
→ i	i
> Cc1ccc2[nH]cc(CCNC(=O)c3cccnc3)c2c1
→ i	i
> COc1ccc(NC(=O)CS(=O)CC(=O)Nc2ccc(F)cc2F)cc1 (stereo not given)
→ i	i
> Cc1cc(C)n(/N=C/c2cc(Cl)cc(Cl)c2O)c(=O)c1
→ i	i
> CCCCCN(C(=O)NC(=O)Nc1cccc(C)c1C)S(C)(=O)=O
→ i	i
> CCC(Sc1n[nH]c(=O)[nH]c1=O)C(=O)OCc1ccccc1 (stereo not given)
→ i	i
> CCCCOc1ccccc1Cn1c(=O)oc2ccc(C)cc21
→ i	i
> COc1cc(OC)c(C(=O)NCC2CCCO2)cc1OC (stereo not given)
→ i	i
> CCOC(=O)C1CCN(C(=O)c2ccc(NC(=O)C3CCCO3)cc2)CC1 (stereo not given)
→ i	i
> COC(=O)c1c(NC(=O)Nc2ccc(Cl)cc2)sc(C)c1C
→ i	i
> O=C1CN(C(=O)c2c(F)cccc2F)C(c2ccccc2)c2cc(Br)ccc2N1 (stereo not given)
→ i	i
> CCOCc1cnc(C)nc1NCC(=O)c1c(C)[nH]c2ccc(OC)cc12
→ i	i
> CCOC(=O)C(=O)N(Nc1ccccc1C)c1ccccc1C
→ i	i
> O=C(CCc1nnc(-c2ccccc2)o1)NCc1c(F)cccc1F
→ i	i
> COC(=O)c1sccc1NC(=O)Cc1ccc(Br)cc1
→ i	i
> O=c1onc(-c2ccc(Cl)cc2)n1Cc1ccc(F)cc1
→ i	i
> COc1ccc(C2C=C(c3ccc(Cl)cc3)Nc3nc(NC(C)=O)nn32)cc1 (stereo not given)
→ i	i
> COC(=O)c1ccc(NC(=O)c2cc3sccc3n2C)cc1
→ i	i
> COc1ccc(OCc2cc(C(=O)N3CCCCCC3)no2)c(Cl)c1
→ i	i

A different layout for part of the listing above:
COC(=O)C1C2C=CC3(CN(c4cccc(Cl)c4)C(=O)C13)O2 (stereo not given)
  CHT PAM: i	CHT block: i

COc1ccc(NC(=O)CN2C(=O)C(C)Oc3ccccc32)c(OC)c1 (stereo not given)
  CHT PAM: i	CHT block: i

Cc1ccc(NC(=O)N[C@H](C(=O)O)C(C)C)c(C)c1
  CHT PAM: i	CHT block: i

Cc1ccc2[nH]cc(CCNC(=O)c3cccnc3)c2c1
  CHT PAM: i	CHT block: i

Further records follow.
Every second line gives: CHT PAM	CHT block
> COc1ccc(OC(=O)c2cccnc2)cc1
→ i	i
> COc1cc(CC(=O)Nc2nc(-c3ccccc3)c(C(C)=O)s2)cc(OC)c1OC
→ i	i
> O=C(O)C1CCN(C(=O)c2ccco2)CC1
→ i	i
> Cc1cc(NC(=O)CSc2nc(C(C)C)nc3sc4c(c23)CCC(C)C4)no1 (stereo not given)
→ i	i
> CCOc1cccc(C(=O)Nc2ccccc2N2CCN(C(=O)C(C)C)CC2)c1
→ i	-5.7*
> O=C(Oc1c(CN2CCOCC2)cc(Cl)c2cccnc12)c1cccs1
→ i	i
> O=C(CCl)Nc1ccccc1Sc1ccccc1
→ i	i
> CCS(=O)(=O)N1CCN(C2CCC(c3ccccc3)CC2)CC1 (stereo not given)
→ i	i
> COc1cccc(NC(=O)CC(=O)c2ccccc2)c1
→ i	i
> CCC(=O)Oc1ccc(C(=O)Nc2ccc3c(c2)C(=O)N(C2CCCCC2)C3=O)cc1
→ i	i
